# Pf Dd2 inh = Plasmodium falciparum Dd2 growth inhibition; P. falciparum Dd2 growth, SYBR Green, 72 h; Potency, µM (doses to about 28.9 µM), without a hit: at the highest dose activity, negative = inhibition, usual class: inhibitors; 120,000 compounds, 4.3% hits; active = well fitted inhibition curve with a large enough effect; inconclusive = small, poorly fitted or top-dose-only effect; inactive = no such curve, though single readings can be large or run the other way;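 note: plate controls were DMSO vehicle for no effect and reference drug for full effect; nearly all actives have a fitted effect of over 65% in size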
#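 Infected erythrocytes (Dd2, 0.3% parasitemia, 2.5% hematocrit final) are added to compound in RPMI-1640/Albumax II medium, grown 72 h at 37C in low oxygen, then lysed with saponin/Triton-X containing SYBR Green and read by fluorescence.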
# An asterisk follows results filed as active; i = inactive; u = inconclusive; [ ] = remark or other dose. Potency is the fitted concentration of half-maximal effect. Only part of the results is shown (hit frequency here may not be typical).
SMILES,Pf Dd2 inh
COc1cc(=O)n2c(c1C(=O)Nc1cc(F)ccc1F)CCCC2,i
COc1cc2c(=O)c(C(=O)c3ccc(C)c(C)c3)cn(Cc3ccc(F)cc3)c2cc1OC,4.5µM*
COc1ccc(CCNC(=O)CSc2cn(CCNC(=O)c3ccc(OC)c(OC)c3)c3ccccc23)cc1OC,u
O=C(Nc1n[nH]c(Cc2ccccc2)n1)N1CCN(C(=O)c2ccco2)CC1,-24%
Cc1c(Cl)cccc1NC(=O)Cn1nnc2sc3c(c2c1=O)CCCC3,59%[activator][5.79 µM]
CC(C)c1nc2c(c(-c3ccc(O)cc3)n1)CN(C(=O)c1cccc(Cl)c1)CC2,4.5µM*
CC(=O)Oc1c(-c2ccc(NC(=O)c3ccc4c(c3)OCO4)cc2)c(C2CC2)nn1-c1cccc(F)c1,u
Cc1ccc(CNC(=O)Cn2c(=O)ccc3cc(S(=O)(=O)N4CCC(C)CC4)ccc32)cc1,4%
CCCOc1ccc(CNC(=O)[C@H]2CCC[C@H]2NC(=O)c2ccc(OC)cc2)cc1,u
Cc1ccccc1NC(=O)C1=NO[C@@H]2CN(c3ccccn3)C[C@H]12,14%[44.1 µM]
COc1ccc(C(=O)N2CCC3(CC2)NC(=O)N(Cc2ccc(Cl)cc2)C3=O)cc1,i
CCc1nc(-c2c3n(c(=O)n(CC(=O)Nc4cc(C)ccc4OC)c2=O)CCCC3)no1,26%

# Compounds above that contain an aryl methoxy group (6):
SMILES,Pf Dd2 inh
COc1cc(=O)n2c(c1C(=O)Nc1cc(F)ccc1F)CCCC2,i
COc1cc2c(=O)c(C(=O)c3ccc(C)c(C)c3)cn(Cc3ccc(F)cc3)c2cc1OC,4.5µM*
COc1ccc(CCNC(=O)CSc2cn(CCNC(=O)c3ccc(OC)c(OC)c3)c3ccccc23)cc1OC,u
CCCOc1ccc(CNC(=O)[C@H]2CCC[C@H]2NC(=O)c2ccc(OC)cc2)cc1,u
COc1ccc(C(=O)N2CCC3(CC2)NC(=O)N(Cc2ccc(Cl)cc2)C3=O)cc1,i
CCc1nc(-c2c3n(c(=O)n(CC(=O)Nc4cc(C)ccc4OC)c2=O)CCCC3)no1,26%

# The results go on.
SMILES,Pf Dd2 inh
Cc1ccc(NC(=O)CC2CCCN(c3cn[nH]c(=O)c3)C2)c(C)c1 (stereo not drawn),-16%
Cn1cc(CN[C@H]2C[C@H]3C(=O)NC[C@@H](CCC(=O)N4CCCCC4)N3C2)c2ccccc21,i
CCOC(=O)C1CCN(C(=O)CC(c2ccc3c(c2)OCO3)c2c[nH]c3ccccc23)CC1 (stereo not drawn),u
CCS(=O)(=O)c1ncc(Cl)c(C(=O)N2CCN(c3ccc(OC)cc3)CC2)n1,-18%
O=C(O)c1ccc2nc(-c3cc4cc(Cl)ccc4oc3=O)[nH]c2c1,-7%
O=C(Cn1ccn(-c2ccc(F)cc2)c(=O)c1=O)Nc1ccccc1C(F)(F)F,73%[activator]
Cc1ccc(OCC(=O)N(c2ccc(C)cc2)S(=O)(=O)c2ccc(Cl)cc2)cc1,3%
COc1ccc(CCNC(=O)C2CCN(Cc3nc(-c4ccc(OC)c(OC)c4)oc3C)CC2)cc1OC,u
O=C(Nc1cccc(F)c1)c1cnc2c(c1)N([S+](=O)([O-])c1cccnc1)CCC2,u
COc1ccc(C(CC(=O)NCCC(C)C)c2c[nH]c3ccccc23)c(OC)c1 (stereo not drawn),u
O=C(NCc1ccco1)c1ccc2c(c1)n(Cc1ccc(F)cc1)c(=O)c1ccnn12,u
Cc1ccc(CNC(=O)c2cc3c(s2)-c2c(C)cccc2OC3)cc1,34%[activator]
Cc1cnc(CC2CCN(C(=O)NCC(C)C)CC2)n1Cc1ccc(F)cc1,u
CN1C(=O)CC(C(=O)O)C12CCN(Cc1cnn(-c3ccc(F)cc3)c1)CC2 (stereo not drawn),-3%
COc1ccc2c(c1)sc1ncc(C(=O)NCc3ccc(OC(C)C)cc3)c(=O)n12,-15%
Cc1cc(C)c(NS(=O)(=O)c2ccc(-c3coc(C)n3)cc2)c(C)c1,-1%
COc1ccc(CN2C(=O)[C@@H]3C[C@@H](O)CN3C3(CN(C4CCN(C(C)=O)CC4)C3)C2=O)cc1,-9%
COc1ccc(NC(=O)C2(C)CN(C)Cc3ccc(NCc4ccccc4)nc32)cn1 (stereo not drawn),u
CCn1cc(C(=O)N2CCC3(CC2)CN(c2ccncn2)CC3CO)cn1 (stereo not drawn),3%
CC(=O)N1CCc2c(sc3c2c(=O)n(-c2ccccc2)c(=O)n3CC(=O)Nc2ccccc2C)C1,4%
CCOc1ccc(C(=O)N2CCC(c3nc(-c4ccc(S(=O)(=O)N5CCCC5)cc4)no3)CC2)cc1,i
CC(C)NC(=O)NC[C@H]1OC[C@@H](NCc2cccs2)[C@@H]1O,5%[44.1 µM]
O=C(Nc1cccc(F)c1)c1ccc(-c2ccccc2)s1,u
COc1ccccc1CCNC(=O)CCc1c(C)c2cc3c(C)c(C)oc3cc2oc1=O,i
Cc1cc(C(=O)NCC2(COc3ccc(S(C)(=O)=O)cc3)C[C@@H](O)[C@@H](O)C2)n(C)n1 (stereo partly drawn),10%
NC(=O)c1cc[nH]c1C1CCCN(Cc2ccc(Br)o2)C1 (stereo not drawn),i
CC(C)C[C@@H](NC(=O)C1=C[C@@H](NC(=O)Nc2ccccc2Br)[C@@H](O)[C@H](O)C1)C(N)=O,i
Cc1ccccc1Nc1cnc2ccc(N3CCOCC3)nn12,-7%[44.1 µM]
COc1ccccc1CCN1CCCC(CN(C)C(=O)c2cc(C)n(C)c2C)C1 (stereo not drawn),u
Cc1cc(=O)n(CC(=O)Nc2ccc(Cl)c(Cl)c2)c(-n2nc(C)cc2C)n1,-16%
CC1=C[C@@H](CNC(=O)CN(C)C)[C@H](C(C)C)C[C@H]1Cc1nc2ccc(C)cc2[nH]1,u
Cc1cccc(S(=O)(=O)N2CCCC(Cn3c(C)nc4cccnc43)C2)c1 (stereo not drawn),u
c1ccc(Cc2nnc([C@H]3CCN(Cc4ccc5c(c4)OCO5)C3)o2)cc1,0%[44.1 µM]
COc1ccc(C(=O)N2CCC3(CC2)N=C(c2ccccc2)NO3)cc1,u
O=C(NCc1ccc2c(c1)OCO2)C1CCN(c2cc(C(F)(F)F)ncn2)CC1,u
COC[C@@H]1CN(Cc2cnn(C)c2C)C[C@H]1c1nc(C2CC2)no1,-16%
CCC1(N2CCN(S(=O)(=O)c3ccccc3Cl)CC2)CCN(S(C)(=O)=O)C1 (stereo not drawn),i
COc1ccc([C@H]2CN(c3nnnn3-c3ccccc3)C[C@@H]2N)cc1,u
CCc1cc(=O)n(CC(=O)Nc2ccccc2C)c(-c2ccccc2)n1,10µM*
CCC(Cn1nnc2ccccc2c1=O)NC(=O)Nc1ccccc1Cl (stereo not drawn),40%[activator]
COC(C)(C)C(=O)N1CCc2onc(-c3ccc4c(c3)OCO4)c2C1,-14%
COc1ccc(NC(=O)Cn2nc3c(cc2=O)CN(C(C)=O)CC3)cc1Cl,11%
COC(=O)[C@@H]1Cc2nc[nH]c2CN1C(C)C,4%[44.1 µM]
CCN(Cc1ccccc1F)C(=O)c1cc(COc2ccccc2)[nH]n1,u
Cc1ccc2c(c1)c(=O)c1ccccc1n2CCCC(=O)Nc1ccc(C)c(F)c1,u
Cc1ccnn1CCC(=O)N1CCC2(CC1)c1nc[nH]c1CCN2CC(C)C,4%
COc1ccc(NS(=O)(=O)c2cc3c4c(c2)CC(=O)N4CCC3)cc1Cl,i
COc1ccccc1NC(=O)N1CCC(CN2CCc3ccccc3C2)CC1,0%
CCC(C)NC(=O)C1CCN(C(=O)c2cc3sccc3n2Cc2ccc(Cl)cc2)CC1 (stereo not drawn),i
CCOC(=O)C1CCN(C(=O)C2COc3ccccc3C2)CC1 (stereo not drawn),i
Fc1ccc(-c2noc([C@@H]3Cc4nc[nH]c4CN3CCCc3ccccc3)n2)cc1Cl,i
COc1ccc(-c2ccc(CNCCCSc3nnnn3C)o2)cc1Cl,u
Cc1cccc(C)c1NC(=O)Cn1c(C)cc2nc3n(c(=O)c21)CCCCC3,11%
O=C(CCC[C@@H]1[C@H]2CCCN3CCC[C@@H](CN1C(=O)c1cccnc1)[C@@H]23)NC1CCCCC1,-7%
COc1ccccc1-c1nc2c(c(SCc3cccc(Cl)c3)n1)Cc1c(CO)cnc(C)c1O2,2.5µM*
CCCS(=O)(=O)N1CCC(Cn2c(C)cnc2C2CC2)CC1,-13%
CCOc1nccnc1NC1CCN(C(=O)c2cccs2)CC1,i[5.79 µM]
O=C1NCc2ccccc2CC12CCN(Cc1cc(F)ccc1F)CC2,0%
CN1C[C@@H]2CCCN3CCC[C@@H]([C@H]23)[C@H]1CCCC(=O)NCCN1CCOCC1,-24%
CN(C)C[C@H]1O[C@@H]2C[C@@H](CC(=O)NCc3cnn(C)c3)O[C@@H]2[C@@H]1O,27%[44.1 µM]

# Taken from above:
# For Pf Dd2 inh, CN1C[C@@H]2CCCN3CCC[C@@H]([C@H]23)[C@H]1CCCC(=O)NCCN1CCOCC1 has -24%
# For Pf Dd2 inh, COc1ccccc1-c1nc2c(c(SCc3cccc(Cl)c3)n1)Cc1c(CO)cnc(C)c1O2 has 2.5µM*
# For Pf Dd2 inh, O=C(CCC[C@@H]1[C@H]2CCCN3CCC[C@@H](CN1C(=O)c1cccnc1)[C@@H]23)NC1CCCCC1 has -7%

# Next part.
SMILES,Pf Dd2 inh
FC1(F)CN[C@H](c2nc(-c3ccncc3)no2)C1,19%
CN1Cc2ccccc2-n2ccnc2C12CCN(C(=O)NCCc1ccccc1)CC2,i[5.79 µM]
O=C(CCc1c[nH]c2ccccc12)N1CCC(N2CC3CC(C2)[C@H]2CCCC(=O)N2C3)CC1 (stereo partly drawn),u
CCc1ccc(S(=O)(=O)c2nnn3c2nc(N2CCOCC2)c2ccccc23)cc1,u
O=C(c1ccc2c(c1)OCO2)N1CCCC(n2cc(-c3nc(-c4ccccc4)no3)nn2)C1 (stereo not drawn),i
CC[C@H]1CN(C(=O)c2ccnc(Cl)c2)CC[C@H]1CC(=O)NCc1cccnc1,1%[44.1 µM]
CCc1nc(-c2c3n(c(=O)n(CC(=O)NCc4cccs4)c2=O)CCCCC3)no1,16%
COc1ccc(C(=O)NC2CCN(c3cnn(Cc4ccccc4)c(=O)c3)CC2)cn1,-7%
COc1cccc([S+](=O)([O-])N2CC(Oc3ccc(F)c(C)c3)C2)c1,i
c1cc(-c2noc(C3CC3)n2)ccc1OC1CNC1,i
COCCn1c(=O)n([C@H]2CCCN(C(=O)CC(C)C)C2)c2ncccc21,-6%
CCN(CC)CCNC(=O)CN1C(=O)COc2ccc(S(=O)(=O)N3CCOCC3)cc21,38%[activator]

# The final two records of the part above are carried over, then new ones follow:
SMILES,Pf Dd2 inh
COCCn1c(=O)n([C@H]2CCCN(C(=O)CC(C)C)C2)c2ncccc21,-6%
CCN(CC)CCNC(=O)CN1C(=O)COc2ccc(S(=O)(=O)N3CCOCC3)cc21,38%[activator]
CN(C)[C@@H]1CN(C(=O)CCc2ccccc2)CC[C@]1(O)c1ccccc1,-12%[5.79 µM]
CNC(=O)[C@@H]1CN(C(=O)c2ccc(Br)o2)C[C@H]1c1n[nH]c(C)n1,18%
CCc1ccc(S(=O)(=O)c2nnn3c2nc(N2CCCC(C)C2)c2cc(Cl)ccc23)cc1 (stereo not drawn),u
c1ccc(-c2nc3ccncc3[nH]2)nc1,u
CCOC(=O)c1ccc(NC2=CC(c3ccc(O)c(OCC)c3)N(c3ccc(C(=O)OCC)cc3)C2=O)cc1 (stereo not drawn),u
O=C1NCCCCCCN(C(=O)C2CC2)[C@H]2CCCC[C@@H]12,16%
Cc1ccc(C(=O)N2CCCCCCNC(=O)[C@@H]3C[C@@H](c4nc(Cc5ccccc5)no4)C[C@@H]32)s1,u
COc1ccc(CCNC(=O)Cn2cc(C(=O)c3ccc(F)cc3)c(=O)c3ccc(C)nc32)cc1OC,i
COc1ccc(-c2nc(C3CC3)nc3c2CCN(C(=O)c2ccc(C)cc2)CC3)cc1,u
CCCN1C(=O)C(CC(=O)NC2CCCC2)Sc2ncccc21 (stereo not drawn),0%
O=C(NCc1ccccc1)N1CCOC(CN(CC2CC2)C(=O)c2cccc(F)c2)C1 (stereo not drawn),u
Cn1nc(C(=O)N2CCC(N3C(=O)C(O)C34CCCCC4)CC2)c2ccccc21 (stereo not drawn),i
Cc1nc(-c2ccccc2OC2CN(S(=O)(=O)c3c(C)nn(C)c3C)C2)no1,5%
COCCNC(=O)CCCn1c(=O)[nH]c2ccsc2c1=O,-4%
O=C1N(c2ccccc2)C[C@H]2CN(Cc3ncc[nH]3)CCN12,1%[44.1 µM]
CN(C(=O)CSc1nc2ccccc2n1CC(=O)N(C)c1ccc(F)cc1)c1ccccc1,9%
CCOC(=O)CCNC(=O)N1CCC(Oc2ncccc2C(=O)N(C)C)C1 (stereo not drawn),10%
COc1ccccc1C(=O)N1CCn2c(nn(-c3cccc(Cl)c3)c2=O)C1,u
C=CCNC(=O)c1cnn2c1CN(C(=O)c1ccccc1F)CC2,-3%
Cc1ccc2c(c1)nc1n2[C@@H](CNCc2cnn(C)c2)COC1,9%[44.1 µM]
CCN1C(=O)CN(C(=O)c2ccc(OC)nc2)CC12CCOCC2,-4%
O=C(c1ccc(Cl)cc1)N1CCC2(C1)C(=O)N(c1ccccc1)c1ccccc12 (stereo not drawn),u
COc1ccc(NC(=O)c2c(NC(=O)c3cccc(C)c3)sc3c2CCCC3)cc1,u
Cn1c(C(=O)NCc2cccc(F)c2)cc2cc(S(=O)(=O)N3CCCCC3)ccc21,u
CCC(=O)N1CCC2(CC1)CC(N1CCN(c3ccccn3)CC1)CCO2 (stereo not drawn),-11%
Cc1ccc(C)c(N2CCN(C(=O)c3noc4c3CCCCC4)CC2)c1,i
Cc1ccccc1-n1nc(C)c(CCC(=O)NCC2CC2)c1Oc1cccc(F)c1,i
Cc1cc(NS(=O)(=O)c2ccc(NC(=O)c3ccccc3F)cc2)nc(C)n1,16%
O=C(CN1C(=O)NC2(CCCCC2)C1=O)NCc1cccc(Br)c1,11%

# Screening data as filed in PubChem BioAssay.
